BAZ2B inh = qHTS Assay for Inhibitors of BAZ2B; Bromodomain adjacent to zinc finger domain protein 2B (Homo sapiens), Q9UIF8; AlphaScreen BAZ2B-H3K14Ac peptide displacement; Potency, µM (highest dose often 114 µM), for the others: at the top dose activity change, negative = inhibition, hits mostly inhibitors; 360,000 compounds, 4.4% hits; AID 504333, 2011; note: % is set by controls: 0 for no effect and ±100 for the full control effect; nearly all actives have a fitted effect of over 60% in size
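BAZ2B 50 nM plus b-H3(5-23)K14Ac 50 nM, PBS pH 7.4/0.01% Tween-20, 30 min RT; compound added (max 110 uM), 30 min RT; streptavidin donor/Ni-chelate acceptor beads 10 ug/mL final, 20 min dark; AlphaScreen read.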
JMJD2A Tudor = qHTS Assay for Inhibitors of JMJD2A-Tudor Domain | Potency, µM (doses to about 114 µM), for the others: at the top dose activity change, negative = inhibition, usual class: inhibitors | Lysine-specific demethylase 4A (Homo sapiens), O75164 | AID 504339, 2011 | 390,000 compounds, 4.4% hits | AlphaScreen JMJD2A-Tudor / H3K4me3 peptide binding; note: % is set by controls: 0 for no effect and ±100 for the full control effect; nearly all actives have a fitted effect of over 50% in size
POLH inh = qHTS for Inhibitors of Polymerase Eta; DNA polymerase eta (Homo sapiens), Q9Y253; recombinant Pol eta, fluorescent DNA replication assay; Potency, µM (doses to about 114 µM), inactives show at the top dose activity change, negative = inhibition, most hits filed as inhibitors; 390,000 compounds, 1.2% hits; AID 588591, 2011; note: % is set by controls: 0 for no effect and ±100 for the full control effect
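Pol eta (10 nM) was preincubated with compounds for 15 min at room temperature, after which fluorescent replication substrate (50 nM final) was added to start the reaction. Fluorescence was read kinetically at 0 and 10 min.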
BLM inh = qHTS Assay for Inhibitors of Bloom's syndrome helicase (BLM) | 350,000 compounds, 0.2% hits | RecQ-like DNA helicase BLM (Homo sapiens), P54132 | recombinant BLM DNA unwinding, fluorescence dequenching | Potency, µM (doses to about 56.1 µM), without a hit: at the top dose activity change, negative = inhibition, actives largely listed as inhibitors;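 note: plate controls were vehicle for no effect and no enzyme for full effect; nearly all actives have a fitted effect of over 35% in size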
Pol beta inh = qHTS Assay for Inhibitors of DNA Polymerase Beta. P06746. Pol beta primer extension/strand displacement, fluorescence kinetic. Potency, µM (highest dose often 114 µM), for the others: at the highest dose activity change, negative = inhibition, usual class: inhibitors. 340,000 compounds, 1.3% hits; note: % is set by controls: 0 for no effect and ±100 for the full control effect
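Pol beta (10 nM) and compounds were preincubated 15 min at room temperature, then 50 nM substrate (final) started primer extension/strand displacement. Reads were taken at 0 and 10 min; concentration-response data were fitted to a four-parameter Hill equation.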
Pol kappa inh = qHTS for Inhibitors of Polymerase Kappa; DNA polymerase kappa (Homo sapiens), Q9UBT6; purified Pol kappa, fluorescent DNA synthesis assay, 10 min; Potency, µM (doses to about 107 µM), without a hit: at the top dose activity, negative = inhibition, hits mostly inhibitors; 400,000 compounds, 0.53% hits; AID 588579, 2011; note: % is set by controls: 0 for no effect and ±100 for the full control effect
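First, compounds were pin-transferred onto 10 nM Pol kappa. After 15 min at room temperature, substrate was added to 50 nM final. Fluorescence was then measured kinetically at 0 and 10 min.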
APE1 inh = qHTS Assay for Inhibitors of the Human Apurinic/apyrimidinic Endonuclease 1 (APE1) | Potency, µM (doses to about 65.8 µM), without a hit: at the top dose activity change, negative = inhibition, actives largely listed as inhibitors | AID 2517, 2012 | 350,000 compounds, 0.35% hits | recombinant APE1, TAMRA/BHQ-2 abasic DNA cleavage fluorescence | DNA repair nuclease/redox regulator APEX1 (Homo sapiens), P27695;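 note: plate controls were vehicle for no effect and reference inhibitor for full effect; nearly all actives have a fitted effect of over 55% in size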
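Measures dequenching upon AP-site incision of a 5'-TAMRA/3'-BHQ-2 THF-containing duplex, 50 nM; human APE1 0.75 nM after 15 min room-temperature exposure to compound; kinetic three-point read at one-minute spacing.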
POLI inh = qHTS for Inhibitors of Polymerase Iota | Potency, µM (top dose mostly 115 µM), inactives show at the top dose activity, negative = inhibition, most hits filed as inhibitors | AID 588590, 2011 | DNA polymerase iota (Homo sapiens), Q9UNA4 | Pol iota fluorescent replication assay, 10 min | 390,000 compounds, 1% hits
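Fluorescent replication assay read twice, at 0 min and 10 min after adding 50 nM (final) substrate. Enzyme (10 nM) and compounds were first incubated 15 min at room temperature; enzyme-free buffer wells were negative controls.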
G9a block = qHTS Assay for Inhibitors of Histone Lysine Methyltransferase G9a. Histone-lysine N-methyltransferase EHMT2 (Homo sapiens), Q96KQ7. G9a H3K9 monomethylation, AlphaScreen, 2 h. Potency, µM (doses to about 102 µM), without a hit: at the highest dose activity, negative = inhibition, most hits filed as inhibitors. 350,000 compounds, 8.8% hits; note: % is set by controls: 0 for no effect and ±100 for the full control effect; nearly all actives have a fitted effect of over 75% in size
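AlphaScreen detection with an anti-monomethyl H3K9 antibody quantified product after a 2 h room-temperature reaction containing 500 nM biotinylated H3K9 peptide, 20 µM SAM and 20 nM enzyme, which had been preincubated 15 min with compound.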
* marks the source's active call; other numbers are inactive results; ? = inconclusive; / = not tested or not shown; & = joins results of further samples; [ ] = dose if it differs, or a comment. Calls come from the whole dose curve; as a rule, active = well fitted curve in the direction sought with a large enough effect; inconclusive = small, poorly fitted or top-dose-only effect, or another doubt; inactive = no such curve, though single readings can be large; an effect the other way counts as inactive or inconclusive. Potency is the fitted concentration of half-maximal effect. This is a subset, so the mix of outcomes need not match the whole.

nr	Pol kappa inh	BAZ2B inh	G9a block	POLH inh	Pol beta inh	JMJD2A Tudor	POLI inh	BLM inh	APE1 inh	molecule
1	6%	-33%	?	-14%	0%	-35%	17%	3%	/	CC1=C(c2ccc(Cl)cc2)S(=O)(=O)NC1=NCc1ccc(C)cc1
2	5%[60.1 µM]	-23%	0.35µM*	-8%	-3%	-18%	22%	0%	-4%	S=C(Nc1ccccn1)NC1CCCC1
3	-12%	-5%	0%	-22%	9%	4%	68%[activator]	-4%	-6%	CCN(CC)C(=O)CCSc1nnc(-c2ccco2)o1
4	7%	-23%	11%	4%	16%	-7%	-19%	-14%	13%	COC(=O)c1cc(-c2ccccc2)nc2nc(SC)[nH]c(=O)c12
5	5%	1%	-2%	-11%	22%	-15%	44%[activator]	2%	-13%	CCCc1cc(=O)oc2c(C)c(OC(C)C(=O)NCCN3CCOCC3)ccc12 (stereo not given)
6	?	-4%	22µM*	-14%	28µM*	-24%	5%	-13%	0%	O=C1NC(c2ccccc2)=N/C1=C/c1ccco1
7	-3%	7%	23%[2.33 µM]	0%	40%	-1%[57.1 µM]	11%	2%	-1%	O=C1COc2ccc3ccccc3c2CN1
8	-14%	-6%	37%[12.7 µM]	2%	2%	-5%	7%	0%	-7%	Cc1cc(OC(=O)c2ccccc2Br)cc(=O)n1C
9	2%	6%	-24%	-14%	30%	-1%	13%	-7%	3%	Cc1nnc(SCc2cc(=O)[nH]c(N3CCN(C)CC3)n2)s1
10	0%	2%	10%[59 µM]	-6%	0%	4%	8%	0%	/	CC(C)c1ccc(NC(=O)C2CCCN(S(=O)(=O)c3cccc4nonc34)C2)cc1 (stereo not given)
11	-3%	-1%	8%[12.7 µM]	-18%	?	-16%	-4%	-15%	-8%	C=CCc1cccc(CNc2nc3ccccc3n2CCC)c1O
12	-5%	-29%	-10%	1%	31%	-23%	4%	2%	?	COc1ccc(CC(=O)Nc2nc3n(n2)C(c2ccccc2)CC(=O)N3)cc1OC (stereo not given)
13	-1%	-2%	-5%	-18%	-26%	-2%	-2%	0%	26%	COc1cc(NC(=O)CCc2nnc3ccc(N4CCN(c5cccc(OC)c5)CC4)nn23)cc(OC)c1
14	-1%	-9%	-8%[59 µM]	-2%	0%	-7%	13%	4%	-2%	CCCn1c(=O)c2c(nc3n2CCN3Cc2ccco2)n(C)c1=O
15	0%	-19%	-6%[59 µM]	-24%	1%	-28%	29%	0%	/	Cc1ccc(C2c3c(-c4ccccc4O)n[nH]c3C(=O)N2CCCO)cc1 (stereo not given)
16	-13%	-1%	/	-14%	-8%	-7%	-26%	-5%	1%	COCCN(C(=O)c1ccccc1F)c1nnc(-c2ccc(OC)cc2)s1
17	-9%	9%	10%[59 µM]	-9%	-7%	-14%	-2%	0%	-4%	O=C(c1ccccc1-c1nc(-c2ccc(F)cc2)no1)N1CCCC1
18	-10%	50µM*	2.5µM*	-20%	0%	?	50%[activator]	-9%	-1%	CCc1cc(/C(Cc2ccccn2)=N\Nc2ccccc2)c(O)cc1O
19	-11%	-1%	11%	-13%	15%	-7%	20%	-3%	-6%	O=C(CCc1nnc(C2CCCCC2)o1)NCCCOc1cccnc1
20	-6%[60.1 µM]	1%	3%	-7%	0%	-23%	42%[activator]	2%	-10%	O=C(N/N=C/c1cccc([N+](=O)[O-])c1)c1cccc(Br)c1

Further results:
nr	Pol kappa inh	BAZ2B inh	G9a block	POLH inh	Pol beta inh	JMJD2A Tudor	POLI inh	BLM inh	APE1 inh	molecule
21	-8%	4%	-8%	-12%	9%	-10%	28%	-4%	-9%	COc1ccc(-c2ccnc(-c3ccc(O)cc3)n2)cc1
22	1%	0%	22%[2.33 µM]	-19%	23%	-9%	1%	-3%	29%	O=C(Cc1ncc(C(F)(F)F)cc1Cl)NNc1cccc(F)n1
23	-13%	7%	/	9%	40%	-6%	180%[activator]	-1%	9%	Cc1cc(C)c(Nc2ncnc(N)n2)c(C)c1
24	-19%	7%	7%	-1%	25%	-14%	32%[activator]	-6%	1%	COCCCNC(=O)CCCn1c(=O)c2ccccc2n(Cc2cccc([N+](=O)[O-])c2)c1=O
25	-8%	-8%	-3%[59 µM]	1%	0%	-20%	6%	0%	/	CC(=O)c1ccc(NC(=O)CC(c2cccs2)N2Cc3ccccc3C2=O)cc1 (stereo not given)
26	1%	-17%	?	-9%	2%	-7%	-14%	-2%	-4%	O=C(O)C1C2C=CC(O2)C1C(=O)NCCc1cccc(Cl)c1 (stereo not given)
27	-7%	/	/	-11%	/	-10%	-7%	/	19%	COc1ccc(CC(=O)OCc2csc(CC(=O)Nc3ccc(C)cc3)n2)cc1
28	-15%&1%	-17%&-1%	10%	-14%&-15%	3%&22%	-13%&-3%	45%&43%[activator]	1%&2%	2%	CC(=O)Nc1ccc(NC(=O)CCNS(=O)(=O)c2cccc3nsnc23)cc1
29	-16%	/	/	?	/	45µM*	17%	/	/	CCc1nc(N)nc(N)c1-c1ccc(N(C)Cc2ccccc2)c([N+](=O)[O-])c1
30	-23%	0%	2%	-21%	/	0%	11%	/	13%	CC(NCC(=O)NC(=O)NC1CCCC1)c1ccc(Cl)cc1Cl (stereo not given)
31	12%	-3%	27%	-6%	27%	-7%	1%	2%	-1%	O=C(C1CC(=O)N(C2CCCC2)C1)N1CCN(c2ccccc2F)CC1 (stereo not given)
32	-10%	-15%	7.9µM*	-5%	5%	-9%	36%[activator]	-12%	-2%	COC(=O)c1ccc(NC(=O)c2c(Br)cnn2C)cc1
33	-4%	/	10%	-18%	2%	-6%	24%	-3%	-3%	Cc1nn(CCOc2ccc(Br)cc2)c(C)c1[N+](=O)[O-]
34	-17%	/	100%[activator][59 µM]	-14%	0%	90%[activator]	9%	-3%	/	CCOC(=O)c1cc(-c2ccc(OC)cc2)nn1Cc1ccccc1
35	0%	12%	40µM*	7%	0%	-24%	4%	4%	-1%	Cc1cc(C)c2cc(CN(CCO)Cc3nnnn3Cc3ccccc3)c(=O)[nH]c2c1
36	-9%	2%	10%	-15%	-3%	-7%	30%[activator]	-2%	20%	Cc1nc(C)n(CCNS(=O)(=O)c2ccc(C)c(C)c2)n1
37	-13%	-5%	/	-5%	2%	-10%	132%[activator]	1%	2%	CCNS(=O)(=O)c1ccc(CCC(=O)N2CCN(c3cc(Cl)ccc3C)CC2)cc1
38	2%	9%	1%	-7%	12%	13µM*	80%[activator]	-1%	-1%	Cc1nn(C2CCS(=O)(=O)C2)c(C)c1C=O (stereo not given)
39	-5%	9%	22%[59 µM]	-17%	-5%	-19%	115%[activator]	-1%	7%	Cc1ccc(C(=O)NN2C(=O)/C(=C/c3cn(C)c4ccccc34)SC2=S)cc1
40	8%	-20%	-6%[2.33 µM]	-7%	/	-21%	-1%	/	11%	COc1ccccc1C1=CC(=O)C[C@H](c2ccc3c(c2)OCO3)C1

Continued:
nr	Pol kappa inh	BAZ2B inh	G9a block	POLH inh	Pol beta inh	JMJD2A Tudor	POLI inh	BLM inh	APE1 inh	molecule
41	-2%	2%	13%[59 µM]	-12%	12%	-6%	9%[58.9 µM]	-2%	1%	CC1CCCCN1C(=O)NC12CC3CC(CC(C3)C1)C2 (stereo not given)
42	-4%	0%	15%[59 µM]	-11%	2%	-7%	7%	-8%	2%	Cc1ccccc1NC(=O)c1ccc(S(=O)(=O)C(F)F)cc1
43	-20%	4%	59%[activator][59 µM]	-12%	12%	-2%	3%	-3%	5%	COc1ccc(Nc2c3c(nc4c(-c5ccccc5)c(C)nn24)CCC3)cc1
44	-13%	-3%	-30%	5%	96%	2%	109%[activator]	-1%	2%	COC(=O)C1C(c2ccc(OC)cc2)C(C(=O)OC)S(=O)(=O)C(CCN2CCCCC2)S1(=O)=O (stereo not given)
45	-2%	41%[activator]	35%[activator]	-15%	18%	14%[11.4 µM]	5%	-6%	-3%	CCC(C)(C)n1nnnc1CN1CCN(c2nc3cc(OC)ccc3cc2C#N)CC1

Ten compounds from above, sorted by count of non-hydrogen atoms, ascending:
nr	Pol kappa inh	BAZ2B inh	G9a block	POLH inh	Pol beta inh	JMJD2A Tudor	POLI inh	BLM inh	APE1 inh	molecule
8	-14%	-6%	37%[12.7 µM]	2%	2%	-5%	7%	0%	-7%	Cc1cc(OC(=O)c2ccccc2Br)cc(=O)n1C
3	-12%	-5%	0%	-22%	9%	4%	68%[activator]	-4%	-6%	CCN(CC)C(=O)CCSc1nnc(-c2ccco2)o1
20	-6%[60.1 µM]	1%	3%	-7%	0%	-23%	42%[activator]	2%	-10%	O=C(N/N=C/c1cccc([N+](=O)[O-])c1)c1cccc(Br)c1
4	7%	-23%	11%	4%	16%	-7%	-19%	-14%	13%	COC(=O)c1cc(-c2ccccc2)nc2nc(SC)[nH]c(=O)c12
19	-11%	-1%	11%	-13%	15%	-7%	20%	-3%	-6%	O=C(CCc1nnc(C2CCCCC2)o1)NCCCOc1cccnc1
27	-7%	/	/	-11%	/	-10%	-7%	/	19%	COc1ccc(CC(=O)OCc2csc(CC(=O)Nc3ccc(C)cc3)n2)cc1
45	-2%	41%[activator]	35%[activator]	-15%	18%	14%[11.4 µM]	5%	-6%	-3%	CCC(C)(C)n1nnnc1CN1CCN(c2nc3cc(OC)ccc3cc2C#N)CC1
24	-19%	7%	7%	-1%	25%	-14%	32%[activator]	-6%	1%	COCCCNC(=O)CCCn1c(=O)c2ccccc2n(Cc2cccc([N+](=O)[O-])c2)c1=O
44	-13%	-3%	-30%	5%	96%	2%	109%[activator]	-1%	2%	COC(=O)C1C(c2ccc(OC)cc2)C(C(=O)OC)S(=O)(=O)C(CCN2CCCCC2)S1(=O)=O (stereo not given)
13	-1%	-2%	-5%	-18%	-26%	-2%	-2%	0%	26%	COc1cc(NC(=O)CCc2nnc3ccc(N4CCN(c5cccc(OC)c5)CC4)nn23)cc(OC)c1

Screening results as filed in PubChem BioAssay.
